From PubChem
S100A4 MyoIIA: S100A4-myosin IIA interaction inhibition; P26447; inhibition, % at 10.7 µM; AID 652163; hit rate 0.14% among 360,000; S100A4/TAMRA-MyoIIA peptide fluorescence polarization;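 active = mean inhibition of at least 70% across replicates, with every replicate also reaching that level; inconclusive = mean inhibition reaches 70% but some replicates fall short; inactive = mean inhibition below 70%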
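Material: human S100A4 monomer with TAMRA-labelled myosin IIA peptide; buffer or medium: HEPES pH 7.2 with CaCl2, KCl, NaCl, DTT, Triton; compound dosing: one concentration per compound; schedule: 5 min incubation before reading; benchmarks: neutral control DMSO, positive control TFP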
DENV2 CPE rescue: protects cells from dengue virus 2 cytopathic effect; DENV2-infected cells, cytopathic effect rescue, plate reader; CPE inhibition, % at 9.99 µM; hit rate 1.7% among 350,000; AID 651640; in the data active = CPE inhibition above about 20%, passing the limit was not always enough; inconclusive = no clear call, values can overlap the other calls; tested in BHK-21 cells;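 note: 0% = median of neutral control wells and 100% = median of positive control wells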
Statin myotox sup: suppressors of simvastatin-induced myotoxicity in C2C12 myotubes; ATP luminescence, 48 h; scaled: DMSO 0, geranylgeraniol control 100; rescue of ATP level, % at 7.49 µM; hit rate 0.78% among 330,000;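 active = mean ATP rescue above about 67%, or every replicate alone reaching that limit, limit read from the data, passing the limit was not always enough; inconclusive = no clear call, values can overlap the other calls; inactive = mean under the limit and some replicate under it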;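 note: myotubes were challenged with 10 µM simvastatin during compound exposure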
E-sel inducer: induces E-selectin expression in human endothelial cells | hit rate 0.37% among 260,000 | activation, % at 7.58 µM | HUVEC E-selectin immunofluorescence imaging; normalized: neutral wells 0, TNF-alpha wells 100 | P16581;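 active = mean E-selectin-positive cell signal at least 10% of the positive control, reached in at least 60% of replicates, without over 20% cell loss; inconclusive = no rule given, readout overlaps actives, possibly toxicity-flagged; inactive = the rest, including those meeting only one limit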;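 note: in these data hits start at about 27%; measured in HUVEC primary endothelial cells; signal is the percent of cells scored E-selectin positive by PE staining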
Target sequence (P16581 whole entry, looked up): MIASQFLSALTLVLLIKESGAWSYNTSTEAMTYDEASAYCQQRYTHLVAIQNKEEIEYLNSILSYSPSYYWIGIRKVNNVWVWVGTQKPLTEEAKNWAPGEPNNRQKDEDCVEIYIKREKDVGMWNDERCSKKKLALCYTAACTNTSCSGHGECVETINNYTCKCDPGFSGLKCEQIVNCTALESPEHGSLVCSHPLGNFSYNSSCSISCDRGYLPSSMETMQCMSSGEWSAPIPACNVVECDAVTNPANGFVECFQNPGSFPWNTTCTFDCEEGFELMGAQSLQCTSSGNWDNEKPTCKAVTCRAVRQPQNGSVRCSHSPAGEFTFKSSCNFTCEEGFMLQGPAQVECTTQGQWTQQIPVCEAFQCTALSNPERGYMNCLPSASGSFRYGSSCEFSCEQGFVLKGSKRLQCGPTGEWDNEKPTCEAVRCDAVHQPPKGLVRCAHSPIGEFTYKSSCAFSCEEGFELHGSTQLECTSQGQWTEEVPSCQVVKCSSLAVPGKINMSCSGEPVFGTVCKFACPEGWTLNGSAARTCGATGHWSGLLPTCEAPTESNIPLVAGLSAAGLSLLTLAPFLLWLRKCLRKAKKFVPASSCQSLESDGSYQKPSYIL
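Read-out: % PE-positive cells | Test system: HUVEC | Doses: One compound dose added by pin transfer | Buffer or medium: EGM-2 over gelatin coat | Signal: Immunofluorescence imaging | Benchmarks: TNF-alpha, DMSO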
PglD inh: blocks C. jejuni PglD acetyltransferase activity. purified PglD enzyme, DTNB colorimetric CoA detection. inhibition, % at 12.5 µM. hit rate 0.098% among 360,000; in the data active = inhibition above about 16%, passing the limit was not always enough; inconclusive = no clear call, values can overlap the other calls; note: strong numbers were not always called active
ERp5 block: blocks human ERp5 reductase activity on insulin; AID 651711; ERp5 insulin aggregation, absorbance 650 nm, 90 min; hit rate 0.05% among 350,000; inhibition, % at 9.99 µM;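 active = mean replicate inhibition above about 25%, with every replicate also reaching it, limit read from the data, passing the limit was not always enough; inconclusive = only one of those two criteria met; inactive = neither criterion met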
SIRT5 inh: blocks human SIRT5 desuccinylation of peptide | Purified SirT5, succinyl-peptide AMC, trypsin-coupled fluorescence | hit rate 1.1% among 330,000 | inhibition, % at 15 µM | Q9NXA8 | AID 652115; in the data active = inhibition above about 15%; inconclusive = no clear call, values can overlap the other calls
Target sequence (Q9NXA8 whole entry, looked up): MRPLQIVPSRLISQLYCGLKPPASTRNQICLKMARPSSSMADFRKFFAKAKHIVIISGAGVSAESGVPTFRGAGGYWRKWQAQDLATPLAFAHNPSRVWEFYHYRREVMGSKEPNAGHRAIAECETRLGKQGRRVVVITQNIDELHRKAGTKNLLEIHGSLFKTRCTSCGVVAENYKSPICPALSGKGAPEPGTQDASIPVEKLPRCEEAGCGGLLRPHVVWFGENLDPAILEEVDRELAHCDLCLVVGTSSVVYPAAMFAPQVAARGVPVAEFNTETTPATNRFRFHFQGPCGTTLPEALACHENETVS
* marks the source's active call; other numbers are inactive results; u = inconclusive; x = not tested or not shown; & = joins results of further samples.

mol	S100A4 MyoIIA	DENV2 CPE rescue	Statin myotox sup	E-sel inducer	PglD inh	ERp5 block	SIRT5 inh
CO[C@@H]1CC[C@H]2CCN(C)C(=O)[C@H](C)[C@H](OC)CN(C)C(=O)c3cc(C#N)ccc3OC[C@@H]1O2	3.1	-7.6	4.4	0.0	0.0	-1.2	-1.4
C[C@H](CO)N1C[C@H](C)[C@@H](CN(C)C(=O)NC2CCCCC2)Oc2c(NS(C)(=O)=O)cccc2C1=O	-12.3&-27.1	-4.7&-2.7	10.6&-0.1	x	-0.3&1.3	-10.9&1.1	-6.0&-5.8
COc1cc2nc(CN(C)Cc3ccc(C(C)(C)C)cc3)[nH]c(=O)c2cc1OC	-8.0	-2.1	x	5.9	x	0.8	-3.8
NC(=O)NC(=O)COC(=O)CN1C(=O)C2CCCCC2C1=O (configuration not stated)	-1.5	-6.6	x	x	9.2	-3.2	-3.3
C/C=C/c1ccc2c(c1)O[C@H](CN(C)C(=O)NCCC)[C@@H](C)CN([C@@H](C)CO)S2(=O)=O	3.3	-2.2	-4.6	0.0	1.0	0.2	1.4
CC(=O)N1CC2(C1)[C@@H](c1ccccc1)[C@@H](CO)N2C(=O)c1ccncc1	-11.4	2.5	x	-0.1	x	1.2	-1.7
C[C@@H]1CN([C@H](C)CO)C(=O)c2cc(NC(=O)c3ccncc3)ccc2O[C@@H](C)CCCCO[C@H]1CN(C)C(=O)c1ccncc1	1.8	1.1	x	-0.2	-5.8	1.1	-2.1
CCCCCC(=O)Nc1nc(C)c(-c2csc(Nc3cc(OC)ccc3OC)n2)s1	-17.6	x	-19.6	0.5	-5.7	-2.0	-1.0
Cc1ccc(S(=O)(=O)N2CCC(C(=O)N3CCN(c4ccccn4)CC3)CC2)cc1	-9.9	3.6	x	0.0	-0.9	6.1	-1.7
Cc1ccc(N=C2SC(C(=O)NCCc3ccccc3)CC(=O)N2C)cc1C (configuration not stated)	-0.5	x	x	0.0	x	0.7	-4.1
CC(=O)OC(C(=O)NCCN1CCOCC1)c1c(F)cccc1F (configuration not stated)	-6.7	-7.9	x	x	x	0.6	-2.5
O=C(C1CC1)N1[C@@H](CO)[C@@H]2c3ccccc3N(S(=O)(=O)c3ccc(F)cc3)C[C@@H]21	-4.6	-5.6	1.3	-0.3	-0.2	1.1	-2.1
O=C(NCc1n[nH]c(=S)n1-c1ccc(Br)cc1)c1ccc(S(=O)(=O)N2CCOCC2)cc1	-0.3	x	x	x	x	5.5	-6.7
Cc1noc(C)c1S(=O)(=O)NC(=O)C1(C)CCN1C(=O)CC(c1ccccc1)c1ccccc1 (configuration not stated)	-3.8	15.2	-0.4	0.0	-1.1	10.0	-6.0
Cc1onc(-c2ccccc2)c1C(=O)Nc1nnc(C(C)(C)C)s1	-1.2	-9.1	25.5	x	2.7	4.9	0.8
CC(=O)Nc1ccc(-c2ccnc3c2CC(C)(C(=O)Nc2cccc(C(C)=O)c2)O3)cc1 (configuration not stated)	0.5	-3.8	-5.4	-0.5	-2.1	6.5	x
C[C@H]1CN([C@@H](C)CO)C(=O)c2cccc(NC(=O)Nc3ccc4c(c3)OCO4)c2O[C@H]1CN(C)S(C)(=O)=O	-30.0	6.1	x	1.1	1.0	1.5	-0.4
CCN(CC)S(=O)(=O)c1ccc(N2CCOCC2)c(NC(=O)c2cccc3c(=O)c(C)c(-c4ccccc4)oc23)c1	0.7	-6.9	-13.4	-0.4	1.1	6.5	-3.1
COc1ccc(CC(=O)NCC(=O)N/N=C/c2sccc2C)cc1	29.3	1.5	3.2	0.5	-3.2	5.6	-2.3
Cc1ccccc1OCC(O)Cn1c(N2CCCCC2)nc2c1c(=O)[nH]c(=O)n2C (configuration not stated)	3.4	-3.5	-5.3	0.6	1.5	1.5	-3.4
CO[C@H]1CN(C)C(=O)c2cc(NS(=O)(=O)CC(F)(F)F)ccc2OC[C@@H](C)NC[C@H]1C	-3.2	-2.4	2.9	0.2	0.7	0.0	-3.6
CCOC(=O)C1=C(C)N(CCCC(=O)O)C(=O)NC1c1ccccc1OS(=O)(=O)c1ccccc1[N+](=O)[O-] (configuration not stated)	1.4	-10.9	-18.8	-0.2	-1.2	-3.5	-13.5
COc1ccc2c(c1)c(=O)oc1cc(OCC(=O)NCC3CCC(C(=O)O)CC3)ccc12 (configuration not stated)	-2.0	u	1.7	x	-1.9	4.5	-39.7
CCOC(=O)C1(C)NC(c2ccc(OC)cc2OC)C2C(=O)N(CC)C(=O)C21 (configuration not stated)	-1.6	-2.0	x	1.6	x	2.3	-8.0
O=C(NC(=S)NN1CCCCC1c1cccnc1)c1ccc(Br)cc1 (configuration not stated)	-5.1	-4.2	-14.7	3.4	-0.6	0.4	1.2
O=C(Nc1ccccc1)N[C@@H]1CC[C@@H](CCNC(=O)c2ccccc2F)O[C@H]1CO	-0.8	-9.4	-2.3	0.2	-2.0	-4.0	6.6
O=C(C[C@H]1CC[C@H]2[C@@H](COC[C@@H](O)CN2C(=O)c2ccncc2)O1)NCc1ccc(-c2ccccc2)cc1	34.9	0.9	11.9	2.1	3.3	0.4	1.4
CCC1CCCCN1C(=S)Nc1ccc(OC(F)F)cc1 (configuration not stated)	-3.4	7.6	-18.9	x	x	-8.6	x
Cc1ccc(C)c(C(=O)COC(=O)c2n[nH]c3ccccc23)c1	0.8	u	x	0.0	x	1.9	x
Cc1nc(CN(C)Cc2nc(Cc3ccccc3Cl)no2)cs1	-1.9	-3.8	6.7	2.0	5.7	1.4	-5.6
COc1cc2ccccc2cc1C(=O)Nc1nnc(-c2ccncc2)o1	-8.9	1.0	-3.6	0.7	-2.5	-9.8	-0.1
Cc1cccc(NC(=O)C23CCC(C)(/C(=N/O)C2)C3(C)C)c1 (configuration not stated)	6.0	x	1.1	x	-1.9	-2.3	0.2
COc1ccccc1Cn1c(=S)[nH]c2ccccc2c1=O	-1.3	1.3	-2.8	1.5	1.9	1.7	-4.3
O=C(COC(=O)/C=C/c1ccc(Br)o1)NC1CCCCC1	-3.3	6.9	7.2	x	-2.0	-17.9	-2.2
Cc1ccn2c(Nc3ccccc3C)c(-c3cccnc3)nc2c1	47.3	0.6	19.3	x	x	2.3	-2.8
COc1ccc(/C=N/NC(=O)c2ccc(CN3c4cccc5cccc(c45)S3(=O)=O)cc2)cc1	-3.9	x	x	x	4.9	-2.8	2.7
Cc1ccccc1N/C(SCc1ccc(Cl)cc1)=C(/C#N)C(N)=O	x	x	19.2	-0.8	7.8	x	x
CCCN1C[C@H](C)[C@@H](OC)CN(C)C(=O)c2ccc(NC(=O)c3ccc(F)cc3)cc2OC[C@H]1C	x	x	-10.9	0.0	7.8	x	x
CC1CCN(CCCNC(=O)C2CCC(CNS(=O)(=O)c3ccccc3)CC2)CC1 (configuration not stated)	-9.3	8.0	-6.7	x	4.0	2.5	-1.1
COC(=O)c1cc(OC)c(OC)cc1NCC(=O)Nc1cccc(C(F)(F)F)c1	4.0	5.0	x	x	x	1.6	-2.2
N#CCCN(C(=O)CSc1n[nH]c(=O)[nH]c1=O)c1ccccc1	-10.2	7.3	1.0	-0.5	2.3	4.4	-2.9
CCOC(=O)C1=CCC(C(C)(C)C)N(S(=O)(=O)c2ccc(C)cc2)C1 (configuration not stated)	0.9	3.5	4.2	-0.1	0.4	-1.5	-6.2
CCCNC(=O)N(C)C[C@@H]1Oc2ncc(-c3ccccc3F)cc2C(=O)N([C@H](C)CO)C[C@@H]1C	65.8	-1.6	8.8	-0.4	3.1	-1.8	-1.0
COc1cc(NS(=O)(=O)c2ccc(NC(=O)Cc3ccccc3)cc2)nc(OC)n1	0.0	-1.5	x	x	2.4	2.6	-7.2
O=C(NC[C@@H]1CC[C@@H]2[C@@H](CN2Cc2ccccc2F)O1)C1CCCCC1	-8.9	-1.5	x	x	x	6.8	-2.3
C[C@@H]1CN([C@@H](C)CO)C(=O)c2cc(NC(=O)c3ccncc3)ccc2O[C@H]1CN(C)Cc1ccc(C(=O)O)cc1	3.1	-2.1	-6.1	x	-1.7	5.8	-2.4
Cc1ccc2[nH]cc(S(=O)(=O)c3ccc(F)cc3)c(=O)c2c1	-1.8	-9.7	x	-0.3	x	3.0	-0.7
CC(C)(C)C1CCc2onc(C(=O)Nc3cccc(O)c3)c2C1 (configuration not stated)	0.1	-6.3	x	x	x	0.4	0.2
CCCNC(=O)C[C@H]1C[C@@H]2c3cc(NC(=O)Nc4ccccc4F)ccc3O[C@@H]2[C@H](CO)O1	4.3	-4.5	3.9	0.2	0.2	-1.8	0.8
O=[N+]([O-])c1ccc(NC(=S)N2CCOCC2)cc1	3.4	x	-1.8	-0.1	2.1	-1.1	1.4
COc1ccc(C(=O)Oc2cc(C)[nH]c(=O)c2[N+](=O)[O-])cc1	24.0	3.2	17.7	0.0	0.3	-1.8	11.0
O=C(C[C@H]1C[C@@H]2c3cc(NC(=O)NC4CCCC4)ccc3O[C@@H]2[C@H](CO)O1)NCc1ccccc1	-17.9	-10.1	-8.3	0.0	1.7	-2.1	1.0
CCCc1nnc(NC(=O)CCC(=O)NCCc2ccc(Cl)cc2)s1	-3.1	-5.8	4.6	0.2	3.7	-2.8	-6.9
Cc1cccc(NCC(=O)N/N=C\c2ccc[nH]2)c1	1.1	-3.5	8.6	-0.3	-2.5	2.3	-1.3
CC1CCCC(NC(=O)CNC(=O)c2cccs2)C1C (configuration not stated)	2.7	-4.8	1.6	0.1	-6.5	5.1	6.5
O=C(C[C@@H]1CC[C@@H]2[C@H](COC[C@@H](O)CN2C(=O)C2CCOCC2)O1)NCc1ccncc1	-19.0	-4.7	-34.1	x	3.5	-8.4	1.8
Cc1ccccc1NC(=S)N1CCCCCC1	-25.0	13.9	x	1.2	4.8	12.4	-2.9

As entered above.
Cc1nc(CN(C)Cc2nc(Cc3ccccc3Cl)no2)cs1 – E-sel inducer = 2.0
N#CCCN(C(=O)CSc1n[nH]c(=O)[nH]c1=O)c1ccccc1 – PglD inh = 2.3
CCCc1nnc(NC(=O)CCC(=O)NCCc2ccc(Cl)cc2)s1 – DENV2 CPE rescue = -5.8

An excerpt from above in order of the SIRT5 inh value, ascending:
SMILES	SIRT5 inh
N#CCCN(C(=O)CSc1n[nH]c(=O)[nH]c1=O)c1ccccc1	-2.9
Cc1ccn2c(Nc3ccccc3C)c(-c3cccnc3)nc2c1	-2.8
CCCNC(=O)N(C)C[C@@H]1Oc2ncc(-c3ccccc3F)cc2C(=O)N([C@H](C)CO)C[C@@H]1C	-1.0

Not all compounds are listed (hit frequency here may not be typical).
